EPAC1 agonist: agonists of human EPAC1; O95398; EPAC1 agonist qHTS, biochemical assay; response scale: 100% = response to 6.5 mM cAMP; Potency, µM (highest dose often 154 µM), for the others: top-dose activation, most hits filed as activators; 360,000 tested, 0.073% active; note: potency is the fitted concentration of half-maximal effect; nearly all actives have a fitted effect of over 60% in size
Target sequence (O95398 whole entry, looked up): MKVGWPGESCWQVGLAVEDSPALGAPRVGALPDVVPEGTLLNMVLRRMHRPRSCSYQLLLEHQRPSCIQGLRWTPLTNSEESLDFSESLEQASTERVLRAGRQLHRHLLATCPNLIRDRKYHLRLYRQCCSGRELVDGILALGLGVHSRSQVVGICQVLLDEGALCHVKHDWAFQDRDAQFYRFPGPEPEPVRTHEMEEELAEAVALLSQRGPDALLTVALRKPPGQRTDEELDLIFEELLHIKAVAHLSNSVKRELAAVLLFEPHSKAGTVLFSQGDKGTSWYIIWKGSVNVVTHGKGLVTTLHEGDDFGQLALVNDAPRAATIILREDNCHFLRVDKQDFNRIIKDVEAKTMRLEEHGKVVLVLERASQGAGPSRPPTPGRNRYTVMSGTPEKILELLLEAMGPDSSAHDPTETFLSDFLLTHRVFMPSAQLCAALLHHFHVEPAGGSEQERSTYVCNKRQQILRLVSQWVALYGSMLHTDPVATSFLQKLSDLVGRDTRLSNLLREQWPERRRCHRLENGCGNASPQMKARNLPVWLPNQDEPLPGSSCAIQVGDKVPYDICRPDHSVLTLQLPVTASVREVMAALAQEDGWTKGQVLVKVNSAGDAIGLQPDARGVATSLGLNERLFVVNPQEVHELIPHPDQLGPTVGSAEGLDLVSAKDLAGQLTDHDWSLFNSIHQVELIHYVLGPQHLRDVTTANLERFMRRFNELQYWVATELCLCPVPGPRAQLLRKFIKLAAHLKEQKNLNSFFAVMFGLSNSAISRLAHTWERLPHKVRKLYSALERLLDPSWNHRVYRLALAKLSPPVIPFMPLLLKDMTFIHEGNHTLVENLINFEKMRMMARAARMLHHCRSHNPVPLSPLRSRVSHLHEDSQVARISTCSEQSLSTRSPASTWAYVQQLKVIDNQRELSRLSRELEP
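Fluorescent GDP-exchange assay: 100 nM EPAC1 with 250 nM Rap1B preloaded with BODIPY-GDP and 50 uM GDP; compounds tested as concentration series, 5 min at room temperature, then read every 5 min for 30 min (ex 480/em 540 nm); normalized to 6.5 mM cAMP.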
WRN helicase inh: inhibitors of human WRN helicase | Q14191 | WRN helicase unwinding, fluorescent forked duplex, kinetic | Potency, µM (titrated, usually from 114 µM), for the others: top-dose activity change, negative = inhibition, actives largely listed as inhibitors | 360,000 tested, 0.46% active | AID 651768; note: potency is the fitted concentration of half-maximal effect; % is set by controls: 0 for no effect and ±100 for the full control effect; nearly all actives have a fitted effect of over 55% in size
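Kinetic fluorescence helicase assay: unwinding of a quenched forked DNA duplex (100 nM final) with 2 mM ATP final raises red fluorescence (525/598 nm). Compounds sat 15 min at room temperature with 20 nM WRN beforehand.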
MmCpn inh: M. maripaludis TRiC chaperonin inhibition; Potency, µM (titrated, usually from 76.9 µM), for inactives: at the highest dose activity, negative = inhibition, most hits filed as inhibitors; AID 504842; purified Mm-Cpn ATPase, ADP Transcreener TR-FRET; 330,000 tested, 0.031% active; note: potency is the fitted concentration of half-maximal effect; % is set by controls: 0 for no effect and ±100 for the full control effect; nearly all actives have a fitted effect of over 80% in size
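Measured: ADP formation by purified Mm-CPN. Conditions: 25 nM protein, 10 uM ATP, Tris pH 7.4 with Mg2+, K+ and DTT, 37°C for 30 min. Detection: Transcreener HTRF after 30 min at room temperature.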
CCT chaperon mod: cytosolic chaperonin activity modulation. 360,000 tested, 0.3% active. purified chaperonin ATPase assay, HTRF ADP detection, 30 min. AID 651819. activity change, % (no concentration beside the values), hits read low; in the data active = activity change below about -30%; note: % is set by controls: 0 for no effect and ±100 for the full control effect
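Enzyme 40 or 20 nM (batch-dependent) in Tris pH 7.4/KCl/MgCl2/DTT; cpd 76 uM single point; ATP 10 uM; 30 min 37 °C; Transcreener ADP HTRF detection, 30 min RT; ratio 665/615.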
EPAC1 antagonist: EPAC1 (human) antagonism; O95398; EPAC1 GEF assay, Rap1b-BODIPY-GDP exchange fluorescence; Potency, µM (titrated, usually from 115 µM), inactives show at the highest dose activity change, negative = inhibition, usual class: inhibitors; 360,000 tested, 0.14% active; AID 720709;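 note: potency is the fitted concentration of half-maximal effect; plate controls were vehicle for no effect and positive control for full effect; nearly all actives have a fitted effect of over 50% in size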
PLK1 PBD inh: blocks phosphopeptide binding to human PLK1 polo-box domain. Potency, µM, inactives show max response, negative = inhibition, actives largely listed as inhibitors. AID 720504. P53350. 360,000 tested, 2.8% active. Plk1 PBD binding of FITC phosphopeptide, fluorescence polarization; note: potency is the fitted concentration of half-maximal effect; series mostly up to about 57 µM; % is set by controls: 0 for no effect and ±100 for the full control effect; nearly all actives have a fitted effect of over 65% in size
EPAC2 antagonist: antagonists of human EPAC2; 360,000 tested, 0.18% active; Potency, µM (titrated, usually from 114 µM), without a hit: top-dose activity, negative = inhibition, hits mostly inhibitors; EPAC2 GEF exchange of Rap1B-BODIPY-GDP, fluorescence; AID 720708; note: potency is the fitted concentration of half-maximal effect; % is set by controls: 0 for no effect and ±100 for the full control effect; nearly all actives have a fitted effect of over 45% in size; many of its hits are not listed in these tables
PI5P4Ka inh: inhibitors of human PI5P4K alpha; P48426; PI5P4Kalpha enzyme, ADP-Glo luminescence, 60 min; active compounds read low; max response, %; 330,000 tested, 1.2% active; AID 652105; active = max response of -50% or lower; inconclusive = between -30% and -50%; inactive = -30% or higher; note: value at the top dose of about 77 µM; % is set by controls: 0 for no effect and ±100 for the full control effect
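ADP-Glo luminescence end-point after a 60 min room-temperature kinase reaction. PI5P4Kalpha and substrate in HEPES pH 7.4 buffer with EGTA, 0.1% CHAPS and 5% DMSO; ATP at 5 microM final.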
* hit, by the source's call; ? = inconclusive; . = not tested or not shown; [ ] = remark or other dose. Unless noted, calls come from the whole dose curve; as a rule, active = well fitted curve in the direction sought with a large enough effect; inconclusive = small, poorly fitted or top-dose-only effect, or another doubt; inactive = no such curve, though single readings can be large; an effect the other way counts as inactive or inconclusive.

SMILES	EPAC1 agonist	WRN helicase inh	MmCpn inh	CCT chaperon mod	EPAC1 antagonist	PLK1 PBD inh	EPAC2 antagonist	PI5P4Ka inh
Cc1cc(=O)oc(C)c1C(=O)Nc1ccc2nsnc2c1	-5%	-15%	-3%	-0.4	-9%	-8%	4%	10
COc1ccccc1-n1c(-c2ccccc2)n[nH]c1=S	13%	-23%	-4%	-0.5	1%	-6%	-4%	-20
Cc1ccccc1CN1CCN(S(=O)(=O)c2cccs2)CC1	4%	7%[57.1 µM]	-3%	-0.1	-9%	-16%	-7%	0
COc1ccc(N2CCN(C(=O)CN(C)S(=O)(=O)c3ccc4c(c3)c(=O)n(C)c(=O)n4C)CC2)cc1	3%	0%	2%	-1.4	9%	-16%	-4%	-2
Cc1nc2ccccn2c1C(=O)NCc1ccc2c(c1)OCO2	7%	-5%	1%	-1.4	13%	-10%	-1%	.
COc1ccc(CNC(=O)COc2cc3c(c4oc(=O)cc(C)c24)CCC(C)(C)O3)cc1OC	-18%	1%	0%	0.1	-16%	5%	-18%	3
Cc1nc2ccccc2c(=O)n1/N=C/c1ccc(C(C)C)cc1	3%	3%	2%	0.0	5%	8%	-20%	17
CCOC(=O)N1CCN(c2ccc(S(=O)(=O)N3CCC(C)CC3)cc2[N+](=O)[O-])CC1	8%	-3%	1%	-2.1	?	-4%	-11%	9
CCOc1ccc(N2C(=O)S/C(=C\c3ccc(O)c(OCC)c3)C2=O)cc1	10%	-21%	-3%	-1.0	-23%	1%	8%	3
CNC(=O)Cn1ncc2c3ccccc3n(C)c2c1=O	10%	3%	1%	-1.2	7%	-6%	1%	1
CN(CCOc1ccccc1)c1ccc(S(=O)(=O)N2CCCCC2)cn1	3%	-5%	0%	-1.3	-17%	4%	-4%	-1
CCCCCN1CC(O)=C(c2nc(-c3ccc(Cl)cc3)cs2)C1=N	10%	-14%	-13%	-1.2	-2%	-11%	-3%	.
CC1(C(=O)NCc2ccco2)Cc2c(-c3cccc(C(F)(F)F)c3)ccnc2O1 (configuration not stated)	-10%	-4%	.	0.5	-14%	5%	-21%	-1
Cc1cc(Cl)c(OCCCNCc2ccccc2)c(Br)c1	7%	-3%	-18%	-5.2	-6%	-7%	-4%	0
Cn1c(Cn2c(=O)sc3ccccc32)nnc1SCC(=O)NC1CCCCC1	-4%	-5%	1%	0.6	-10%	?	-4%	7
Cc1nnc(NC(=O)c2nn(CC(C)C)c(=O)c3ccccc23)s1	10%	-1%	-4%	-0.3	-13%	-13%	-4%	-1
COc1ccc(C2=C(Nc3ccccc3)c3ccccc3C2=O)cc1	-7%	1%	0%	-0.8	-21%	-7%	3%	-5
COc1ccc(C(CNC(=O)c2ccc(Cl)s2)N2CCOCC2)cc1 (configuration not stated)	3%	-31%	-2%	-4.7	-4%	-14%	6%	5
COc1ccc2cc(CN(C)C(=O)CN3C(=O)NC4(CCCC4)C3=O)ccc2c1	2%	8%	.	0.0	6%	-1%	2%	8
Cc1ccc(CNC(=O)CCNS(=O)(=O)c2cccs2)cc1	-13%	0%	-3%	-1.7	-6%	-1%	-3%	1
COc1ccc(N2CCN(CC(O)COc3ccc4c(c3)CCC4)CC2)cc1 (configuration not stated)	-5%	6%	0%	0.4	7%	-10%	-2%	-7
CN1C(=O)NC(c2cccc([N+](=O)[O-])c2)C2=C1CCCC2=O (configuration not stated)	-8%	2%	0%	-1.2	-14%	2%	-2%	7
COc1ccc2cc(Br)ccc2c1CC(=O)NC(C)C	-8%	4%	-1%	0.3	-12%	-10%	6%	-2
O=C(NCCc1ccccc1)C(=O)NCC1OCCN1S(=O)(=O)c1ccc([N+](=O)[O-])cc1 (configuration not stated)	-6%	-3%	1%	-1.8	11%	-3%	6%	6
O=C(NCc1ccccc1)c1ccc(S(=O)(=O)N2CCCC2)cc1	-6%	4%	0%	-2.3	4%	-5%	4%	.
SMILES	EPAC1 agonist	WRN helicase inh	MmCpn inh	CCT chaperon mod	EPAC1 antagonist	PLK1 PBD inh	EPAC2 antagonist	PI5P4Ka inh
O=C(N/N=C/c1ccc(O)cc1)Nc1cccc2nsnc12	-2%	-20%	1%	0.2	1%	-5%	5%	-3
CC(OC(=O)c1ccc(NS(=O)(=O)c2ccc3[nH]c(=O)[nH]c3c2)cc1)C(N)=O (configuration not stated)	7%	3%	-1%	-0.7	-4%	-1%	2%	-1
C=C(C)Cn1c(N2CCN(c3ccc(OC)cc3)CC2)nc2c1c(=O)n(C)c(=O)n2C	-8%	2%	-1%	-2.7	-4%	3%	10%	-8
CN1C(=O)C(O)(CC(=O)c2ccccc2O)c2cc(Br)ccc21 (configuration not stated)	-13%	-3%	0%	0.2	-7%	-8%	-6%	4
COc1cccc(NC(=O)CN(C)C(=O)/C=C/c2cn(-c3ccccc3)nc2-c2cccs2)c1	2%	-32%	?	-2.8	-17%	-2%	-5%	1
O=C(CC(=O)N/N=C/c1cccs1)NCc1ccccc1	5%	2%	1%	-2.1	-5%	-4%	-6%	9
CCCNC(=O)C1CC(=O)N(c2ccc(OCc3ccc(F)cc3)cc2)C1 (configuration not stated)	-2%	5%	?	-0.5	1%	-5%	0%	0
O=C(Nc1ccc(OCC(F)(F)C(F)F)cc1)c1ccncc1	-9%	-4%	1%	-0.8	4%	1%	6%	1
CCOC(=O)c1c(NC(=O)c2c(-c3ccccc3)noc2C)sc(C)c1-c1ccccc1	0%	?	0%	-1.9	16%	-12%	5%	1
O=C(COc1ccc(-c2ccccc2)cc1)NN=C1CCCC1	4%	-8%	2%	-4.1	-5%	-21%	1%	0
O=C(NCc1ccco1)c1ccc(C(=O)NCc2ccco2)s1	1%	-1%	-1%	-1.3	-8%	11µM*	2%	-23
COC(=O)c1cc(S(=O)(=O)NCC2CCN(CCc3ccc(OC)cc3)CC2)c[nH]1	10%	3%	-1%	-2.9	-1%	-9%	1%	1
Oc1c(CN2CCN(c3ccccn3)CC2)cc(Cl)c2cccnc12	19%	-13%	-2%	0.9	-3%	-2%	9%	0
Brc1ccc(-c2csc(N/N=C/c3cccnc3)n2)cc1	4%	-12%	-1%	-0.1	-23%	-9%	1%	-15
CC1CCCN(CCCN2C(=O)C3C(C(=O)Nc4cccc(Cl)c4)C4C=CC3(O4)C2C(=O)NC2CCCCC2)C1 (configuration not stated)	2%	5%	-1%	0.3	8%	3%	1%	-1
OCC1(Cc2ccccc2)CCN(CCCC2CCCC2)CC1	0%	0%	1%	0.5	9%	-9%	12%	2
O=C(Oc1ccc(C(=S)N2CCOCC2)cc1)c1ccccc1F	-6%	16%	-1%	0.8	1%	21µM*	-3%	-5
Cc1cc(C(=O)CCl)c(C)n1-c1ccon1	-3%	2%	1%	-2.4	-8%	27µM*	1%	-11
COc1ccc(F)cc1S(=O)(=O)Nc1cc2c3c(c1)CCC(=O)N3CCC2	-4%	-12%	-3%	0.5	-3%	-1%	5%	0
Cc1cccc(OCC(=O)N(Cc2cccs2)C2CCS(=O)(=O)C2)c1 (configuration not stated)	-7%	17%	1%	0.8	10%	-4%	6%	-1
CC(C)(C)c1ccc(-c2cc(N)n[nH]2)cc1	-32%[inhibitor]	-7%	2%	0.0	-16%	-13%	-1%	-13
CCOC(=O)c1cn2nc(-c3ccc(OCC)cc3)cc2nc1C1CCN(C(=O)OC(C)(C)C)CC1	0%	4%	-1%	0.5	-21%	0%	-6%	8
O=C(Oc1ccccc1)c1cccc2cccc(C(=O)Oc3ccccc3)c12	8%	-1%	0%	0.2	-24%	-6%	5%	3
O=S(=O)(NCc1csc(-c2cccs2)n1)c1ccc(Cl)cc1	3%	1%	-19%	0.5	-14%	3%	-5%	4
CC1CC(C)CN(C(=O)CCS(=O)(=O)c2ccc3c(c2)NC(=O)CS3)C1 (configuration not stated)	0%	1%	3%	-0.9	15%	1%	4%	1

PLK1 PBD inh, what is marked active above.
structure,WRN helicase inh,MmCpn inh,CCT chaperon mod,EPAC1 antagonist,PLK1 PBD inh,EPAC2 antagonist,PI5P4Ka inh
O=C(NCc1ccco1)c1ccc(C(=O)NCc2ccco2)s1,-1%,-1%,-1.3,-8%,11µM*,2%,-23
O=C(Oc1ccc(C(=S)N2CCOCC2)cc1)c1ccccc1F,16%,-1%,0.8,1%,21µM*,-3%,-5
Cc1cc(C(=O)CCl)c(C)n1-c1ccon1,2%,1%,-2.4,-8%,27µM*,1%,-11

Other records.
SMILES	EPAC1 agonist	WRN helicase inh	MmCpn inh	CCT chaperon mod	EPAC1 antagonist	PLK1 PBD inh	EPAC2 antagonist	PI5P4Ka inh
CCCc1nnc(SCC(=O)N2CCOCC2)n1Cc1ccco1	0%	9%	4%	-0.1	-10%	1%	6%	2
c1cc(C2OCCN2CC2COC3(CCCC3)O2)ccn1 (configuration not stated)	8%	5%	3%	-13	3%	-8%	-10%	4
OCc1ccccc1-c1ccc2nncn2c1	-5%	0%	.	1.0	-6%	0%	7%	-4
CCC(=O)Nc1cccc(-c2ccc(N3CCCCC3)nn2)c1	-4%	-1%	1%	1.0	-35%	-16%	-12%	4
CC(=O)Nc1cncc(-c2ccccc2CO)n1	0%	0%	.	-4.9	0%	4%	17%	0
O=C(Nn1c(C2CCC2)nc2ccccc2c1=O)c1cccs1	-2%	10%	1%	1.2	-9%	-11%	-11%	-5
O=C(CSc1nnc(NC2CCCCC2)s1)NCc1ccco1	-2%	-3%	0%	4.8	11%	-13%	21%	8
O=C(NCCn1cccn1)C1CCC(=O)N(CC2CCCCC2)C1 (configuration not stated)	-1%	-27%	0%	-0.5	9%	-4%	6%	9
Cc1cccc(C(=O)OCC(=O)NC(=O)NCc2ccccc2)c1	-12%	1%	1%	-0.2	11%	-13%	11%	0
O=C(NC(=S)N1CCCCC1CO)C12CC3CC(CC(C3)C1)C2 (configuration not stated)	-4%	-1%	0%	-6.1	-16%	?	2%	4
O=C(c1ccc(Cl)s1)N1CCc2ccccc21	1%	-4%	1%	-0.9	4%	-10%	0%	.
CCCCOC(=O)/C=C\C(=O)NC(N)=O	5%	-15%	2%	-0.3	-1%	-9%	0%	16

Looked up above.
In WRN helicase inh, `CCCc1nnc(SCC(=O)N2CCOCC2)n1Cc1ccco1` has 9%
In PI5P4Ka inh, `O=C(NCCn1cccn1)C1CCC(=O)N(CC2CCCCC2)C1` (configuration not stated) has 9
In EPAC1 agonist, `COc1cccc(NC(=O)CN(C)C(=O)/C=C/c2cn(-c3ccccc3)nc2-c2cccs2)c1` has 2%
In CCT chaperon mod, `OCc1ccccc1-c1ccc2nncn2c1` has 1.0

These rows are one share of the data; the hit share may differ from the screen's.
